Neddyl block – inhibitors of cullin neddylation, primary screen, biochemical, TR-FRET, uHTS, NAE and Ubc12. NEDD8-conjugating enzyme Ubc12 (Homo sapiens) + NEDD8-activating enzyme E1 regulatory …. calls only at 25 µM. 0.58% of 360,000 active. AID 651699, 2012; in the data active means inhibition above about 36%
FAS TE block – FAS thioesterase domain inhibitors, primary screen, biochemical, fluorescence intensity, uHTS | inhibition, % at 15 µM | Fatty acid synthase (Homo sapiens), P49327 | recombinant FAS-TE, OMFH fluorogenic substrate, fluorescence endpoint | 0.67% of 360,000 active;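 active means compounds whose normalised, plate-corrected inhibition of enzyme fluorescence in the single-dose primary screen is 50% or more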;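 further: 0% = DMSO with enzyme and 100% = substrate without enzyme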
Rin1 Abl inh – inhibitors of Rin1-Abl protein binding, primary screen, biochemical, TR-FRET | Tyrosine-protein kinase ABL1 (Homo sapiens) + Ras and Rab interactor 1 (Homo sapiens), … | inhibition, % at 7.35 µM | 0.4% of 360,000 active | AID 588664, 2011; in the data active means inhibition above about 5%, passing the limit was not always enough
Target sequence (P00519 whole entry, looked up): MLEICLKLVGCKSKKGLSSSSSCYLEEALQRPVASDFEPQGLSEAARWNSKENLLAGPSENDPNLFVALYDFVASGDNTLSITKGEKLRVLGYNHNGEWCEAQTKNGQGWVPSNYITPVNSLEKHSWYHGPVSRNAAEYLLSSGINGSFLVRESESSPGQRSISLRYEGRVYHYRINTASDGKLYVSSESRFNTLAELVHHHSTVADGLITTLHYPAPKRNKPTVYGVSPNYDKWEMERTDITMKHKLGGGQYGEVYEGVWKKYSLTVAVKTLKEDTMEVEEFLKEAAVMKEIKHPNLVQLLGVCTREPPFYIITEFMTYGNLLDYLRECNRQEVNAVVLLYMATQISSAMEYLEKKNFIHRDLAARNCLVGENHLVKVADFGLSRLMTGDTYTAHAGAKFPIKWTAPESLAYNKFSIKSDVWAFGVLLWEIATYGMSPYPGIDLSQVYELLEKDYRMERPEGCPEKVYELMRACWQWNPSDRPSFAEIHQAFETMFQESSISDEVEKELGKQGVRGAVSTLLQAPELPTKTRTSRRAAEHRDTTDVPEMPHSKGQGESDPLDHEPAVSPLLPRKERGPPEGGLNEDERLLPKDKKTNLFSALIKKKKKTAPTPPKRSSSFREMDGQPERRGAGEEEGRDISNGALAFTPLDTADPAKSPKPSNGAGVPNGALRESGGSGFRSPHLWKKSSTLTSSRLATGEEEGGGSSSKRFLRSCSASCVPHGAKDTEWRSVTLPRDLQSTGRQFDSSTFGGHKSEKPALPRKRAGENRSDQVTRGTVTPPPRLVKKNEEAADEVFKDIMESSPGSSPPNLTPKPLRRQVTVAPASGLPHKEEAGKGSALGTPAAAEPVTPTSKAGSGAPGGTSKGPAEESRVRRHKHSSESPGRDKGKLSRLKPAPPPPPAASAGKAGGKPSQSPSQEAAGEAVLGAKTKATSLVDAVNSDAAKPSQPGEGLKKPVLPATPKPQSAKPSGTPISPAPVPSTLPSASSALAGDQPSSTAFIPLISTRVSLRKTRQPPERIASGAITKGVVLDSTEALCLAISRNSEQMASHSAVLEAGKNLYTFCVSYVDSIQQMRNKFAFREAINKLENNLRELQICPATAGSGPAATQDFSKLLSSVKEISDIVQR
Target sequence (Q13671 whole entry, looked up): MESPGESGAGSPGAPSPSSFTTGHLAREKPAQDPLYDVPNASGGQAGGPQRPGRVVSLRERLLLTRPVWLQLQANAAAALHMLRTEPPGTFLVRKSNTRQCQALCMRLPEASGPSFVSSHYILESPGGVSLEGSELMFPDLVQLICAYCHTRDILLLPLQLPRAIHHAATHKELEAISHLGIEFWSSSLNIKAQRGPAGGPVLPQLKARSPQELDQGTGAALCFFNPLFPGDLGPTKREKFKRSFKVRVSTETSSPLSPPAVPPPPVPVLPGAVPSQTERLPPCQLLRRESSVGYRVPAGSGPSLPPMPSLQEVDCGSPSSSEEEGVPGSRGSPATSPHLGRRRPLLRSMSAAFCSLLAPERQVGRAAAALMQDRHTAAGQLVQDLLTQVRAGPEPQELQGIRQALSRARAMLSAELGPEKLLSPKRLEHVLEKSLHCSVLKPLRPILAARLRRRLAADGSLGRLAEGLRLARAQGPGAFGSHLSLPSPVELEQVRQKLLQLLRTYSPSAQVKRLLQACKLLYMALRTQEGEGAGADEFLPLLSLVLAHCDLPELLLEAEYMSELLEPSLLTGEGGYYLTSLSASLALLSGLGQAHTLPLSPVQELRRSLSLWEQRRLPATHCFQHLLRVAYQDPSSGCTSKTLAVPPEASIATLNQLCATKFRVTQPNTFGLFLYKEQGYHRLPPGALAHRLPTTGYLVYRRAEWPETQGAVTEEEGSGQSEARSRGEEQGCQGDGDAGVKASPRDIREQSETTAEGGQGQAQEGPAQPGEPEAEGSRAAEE
E coli Lon inh – inhibitors of E. coli Lon protease, primary screen, biochemical, fluorescence polarization; P0A9M0; purified E. coli Lon protease; inhibition, % at 7.94 µM; 0.42% of 360,000 active; AID 602123, 2011; in the data active means inhibition above about 13%, passing the limit was not always enough;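 further: 0% = enzyme with probe and DMSO and 100% = no enzyme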
MT1-MMP act inh – blockers of MT1-MMP proenzyme processing, primary screen, HT1080 RFP-PRO-GFP cells, GFP/RFP fluorescence; Matrix metalloproteinase-14 (Homo sapiens), P50281; GFP/RFP ratio fluorescence, overnight; percent of plate control window, DMSO zero; GFP/RFP ratio change, % at 20 µM; 0.061% of 360,000 active; AID 651647, 2012;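 active means GFP/RFP ratio change of at least 30% with cell ATP level not reduced by more than half and red fluorescence within 50% of control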; further: strong numbers were not always called active
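Compound: 20 µM single dose, 1% DMSO / System: HT1080 RFP-PRO-GFP cells / Controls: DMSO and RFP-L50D-GFP cell wells / Read-out basis: GFP/RFP fluorescence ratio / Schedule: overnight compound exposure at 37 °C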
MsrA act – bovine MsrA enzyme activators, primary screen, biochemical, absorbance, HTS. AID 602163, 2012. Methionine sulfoxide reductase A (Bos taurus). activation, % at 10.6 µM. 0.3% of 360,000 active. purified bovine MsrA, absorbance read-out; in the data active means activation above about 7.5%;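 further: 0% = vehicle and 100% = reference activator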
MsrA inhibitor – bovine MsrA enzyme inhibitors, primary screen, biochemical, absorbance, HTS | AID 651718, 2012 | Methionine sulfoxide reductase A (Bos taurus) | purified bovine MsrA, absorbance read-out | 0.75% of 360,000 active | inhibition, % at 15.5 µM; in the data active means inhibition above about 4.5%;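 further: 0% = vehicle wells with enzyme and 100% = reference inhibitor wells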
SKN-1 inh – suppressors of acrylamide-induced Pgst-4::GFP reporter in worms, primary screen, SKN-1 inhibitor project, whole organism, uHTS, GFP/RFP fluorescence ratio, strain VP596; C. elegans VP596 Pgst-4::GFP/RFP ratio, 24 h; inhibition, % at 21.8 µM; 0.49% of 360,000 active;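 active means interference check ratio from 0.5 to 1.5 plus GFP to RFP signal ratio inhibition reaching or exceeding a fixed threshold, cut at about 30% in these data, passing the limit was not always enough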; further: some compounds called inactive have numbers as strong as hits
NRP1-CendR mod – modulators of CendR peptide binding to NRP-1, primary screen, biochemical, fluorescence polarization, uHTS. AID 602438, 2012. FAM-RPARPAR peptide binding to NRP-1. 0.85% of 360,000 active. inhibition, % at 25 µM. Neuropilin-1 (Homo sapiens), O14786;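 active means inhibition or corrected inhibition above about 18%, plus a signal ratio from 0.5 to 1.5, limit read from the data, passing the limit was not always enough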; further: strong numbers were not always called active
Active calls of the source: *; i = inactive; · = not tested or not shown.

SMILES	Neddyl block	FAS TE block	Rin1 Abl inh	E coli Lon inh	MT1-MMP act inh	MsrA act	MsrA inhibitor	SKN-1 inh	NRP1-CendR mod
O=C(CN1CCN(CC(=O)Nc2cccc(F)c2)CC1)Nc1ccc(-c2ccccc2)cc1	i	-8	-2	0	-3	-1	1.9	10	0
CSc1cccc(CN2CCC(Oc3cccc(C(=O)N4CCCC4)c3)CC2)c1	i	-1	0	-4	3	-6	0.6	-4	-11
OC1CCCC1NCc1ccnc2cc(Cl)ccc12 (stereo not drawn)	i	-7	-1	11	-2	0	0.7	3	6
CCOC(=O)Cc1csc(NC(=O)COc2ccc(N(C)S(=O)(=O)c3ccc(C)cc3)cc2)n1	i	15	2	4	3	-1	0.4	3	7
CCOC(=O)N1CCN(C(=O)CSc2nc(=O)n3cccc(C)c3n2)CC1	i	-4	1	0	3	-3	2.0	3	-18
Cc1csc(NC(=O)c2ccc(S(=O)(=O)N3CCN(C)CC3)cc2)n1	i	-5	0	-6	4	-1	-0.6	23	-7
O=C(COc1ccc(S(=O)(=O)N2CCCCC2)cc1)N1CCCCCC1	i	-4	0	0	6	-11	0.1	-18	7
CC(=O)N(Cc1ccccc1)Cc1nc2sc(C)c(C)c2c(=O)[nH]1	i	-2	2	-5	-4	-7	-0.3	-1	-5
COC(=O)C1=C(C)N(CCc2ccccc2)C(=O)/C1=C\c1ccco1	i	3	1	-14	1	-1	0.8	-6	-13
CCN1CCN(CCCN(Cc2ccco2)C(=S)Nc2cccc(Cl)c2C)CC1	i	0	0	8	2	1	-1.7	7	8
CCn1cc(S(=O)(=O)NCCc2ccc(F)cc2)cn1	i	-6	1	-7	-2	-4	1.0	-7	9
Cc1ccc(S(=O)(=O)N2CCCC(C(=O)Nc3ccc(C(=O)O)cc3)C2)cc1Cl (stereo not drawn)	i	-1	3	-1	-2	-4	-2.3	15	24
O=C(NC(=S)Nc1ccc2[nH]c(=O)[nH]c2c1)c1ccccc1[N+](=O)[O-]	i	-2	0	-8	-3	1	0.5	1	3
CC1CN(C(=O)COC(=O)COc2ccc(C#N)cc2)CC(C)O1 (stereo not drawn)	i	-5	0	-8	4	-2	-0.3	11	4
CCOC(=O)C1=C(C)NC(SCC(N)=O)=C(C#N)C1c1cccs1 (stereo not drawn)	i	3	2	2	3	1	1.7	25	-14
CCn1c(SCC(=O)c2ccc3c(c2)Cc2ccccc2-3)nnc1-c1ccc(N)cc1	i	-2	-3	-14	5	-2	0.1	10	-12
C=C(C(=O)O)C1CCC2(C)CCCC(C)(O)C2C1 (stereo not drawn)	i	-4	2	8	2	-2	-0.2	7	-8
Cc1cc(C)c(NC(=O)COC(=O)c2c(C)noc2C)c(Cl)c1	i	-6	2	-9	-5	-4	0.9	-14	5
CCc1ccc(-c2nc(SCC(=O)NC3CCS(=O)(=O)C3)n[nH]2)cc1 (stereo not drawn)	i	-7	-1	-3	-1	0	-0.4	0	3
CC(=O)/C=C\c1ccccc1OC(=O)c1cc2ccccc2oc1=O	i	-5	3	-3	3	-2	-0.2	4	-1
CC1(C)CC[C@]2(C(=O)O)CC[C@]3(CO)C(=CCC4[C@@]5(C)C[C@H](O)[C@H](O)[C@@](C)(C(=O)O)C5CC[C@]43C)[C@@H]2C1 (stereo partly drawn)	i	-5	3	-3	1	-13	-0.3	-19	-4
COc1cccc(NC(=S)NCc2ccncc2)c1	i	-6	-1	-1	-1	-6	-0.7	0	-1
O=[N+]([O-])c1cccc(/C=N\N2CCN(Cc3ccccc3Cl)CC2)c1	i	35	-4	1	4	-3	0.9	16	-9
Cc1cc(C)cc(NC(=O)C2CCCN2/C=C/C(=O)C(F)(F)F)c1 (stereo not drawn)	i	1	0	-8	3	-5	2.7	-7	-10
Cc1cc(=O)[nH]c(SCC(=O)Nc2ccccc2C#N)c1C#N	i	-2	-3	5	-4	-2	-0.7	6	-21

Some of these compounds in order of molecular weight, smallest number first:
SMILES	Neddyl block	FAS TE block	Rin1 Abl inh	E coli Lon inh	MT1-MMP act inh	MsrA act	MsrA inhibitor	SKN-1 inh	NRP1-CendR mod
C=C(C(=O)O)C1CCC2(C)CCCC(C)(O)C2C1 (stereo not drawn)	i	-4	2	8	2	-2	-0.2	7	-8
COc1cccc(NC(=S)NCc2ccncc2)c1	i	-6	-1	-1	-1	-6	-0.7	0	-1
OC1CCCC1NCc1ccnc2cc(Cl)ccc12 (stereo not drawn)	i	-7	-1	11	-2	0	0.7	3	6
CCn1cc(S(=O)(=O)NCCc2ccc(F)cc2)cn1	i	-6	1	-7	-2	-4	1.0	-7	9
Cc1cc(=O)[nH]c(SCC(=O)Nc2ccccc2C#N)c1C#N	i	-2	-3	5	-4	-2	-0.7	6	-21
CC(=O)/C=C\c1ccccc1OC(=O)c1cc2ccccc2oc1=O	i	-5	3	-3	3	-2	-0.2	4	-1
O=C(NC(=S)Nc1ccc2[nH]c(=O)[nH]c2c1)c1ccccc1[N+](=O)[O-]	i	-2	0	-8	-3	1	0.5	1	3
O=[N+]([O-])c1cccc(/C=N\N2CCN(Cc3ccccc3Cl)CC2)c1	i	35	-4	1	4	-3	0.9	16	-9
Cc1csc(NC(=O)c2ccc(S(=O)(=O)N3CCN(C)CC3)cc2)n1	i	-5	0	-6	4	-1	-0.6	23	-7
O=C(COc1ccc(S(=O)(=O)N2CCCCC2)cc1)N1CCCCCC1	i	-4	0	0	6	-11	0.1	-18	7
CCOC(=O)N1CCN(C(=O)CSc2nc(=O)n3cccc(C)c3n2)CC1	i	-4	1	0	3	-3	2.0	3	-18
Cc1ccc(S(=O)(=O)N2CCCC(C(=O)Nc3ccc(C(=O)O)cc3)C2)cc1Cl (stereo not drawn)	i	-1	3	-1	-2	-4	-2.3	15	24
O=C(CN1CCN(CC(=O)Nc2cccc(F)c2)CC1)Nc1ccc(-c2ccccc2)cc1	i	-8	-2	0	-3	-1	1.9	10	0
CCOC(=O)Cc1csc(NC(=O)COc2ccc(N(C)S(=O)(=O)c3ccc(C)cc3)cc2)n1	i	15	2	4	3	-1	0.4	3	7
CC1(C)CC[C@]2(C(=O)O)CC[C@]3(CO)C(=CCC4[C@@]5(C)C[C@H](O)[C@H](O)[C@@](C)(C(=O)O)C5CC[C@]43C)[C@@H]2C1 (stereo partly drawn)	i	-5	3	-3	1	-13	-0.3	-19	-4

(listing goes on)
SMILES	Neddyl block	FAS TE block	Rin1 Abl inh	E coli Lon inh	MT1-MMP act inh	MsrA act	MsrA inhibitor	SKN-1 inh	NRP1-CendR mod
NC(=O)CC(NC(=O)c1cccc(Br)c1)c1ccc(NCC2CC2)c([N+](=O)[O-])c1 (stereo not drawn)	i	0	2	-2	5	-1	0.5	6	22
O=c1nc(SCc2cccc(C(F)(F)F)c2)nc2ccccn12	i	11	-2	-15	15	-3	1.3	13	-12
O=S1(=O)C[C@@H](N2CCCC2)[C@H](COCc2ccccc2)N1	i	-10	2	-7	-1	-3	0.1	2	13
Cc1ccccc1CC(=O)NC1CCN(Cc2ccccc2)CC1	i	-4	1	-1	3	0	-1.4	17	0
CCCCn1c(-c2cccc(F)c2)nc2c1c(=O)[nH]c(=O)n2CC(C)C	i	4	1	-3	2	-1	0.1	22	-2
COc1ccc(NC(=O)CSCc2ccccc2C)cc1	i	-6	1	0	2	-2	0.7	1	12
COc1ccccc1C(=O)NCCCn1cc(Br)c(C)n1	i	-5	-2	0	6	-11	·	-8	2
O=C(NC1CCCCC1)C1c2ccccc2OCC(=O)N1CCCN1CCOCC1 (stereo not drawn)	i	-12	·	-11	7	-2	0.4	-4	-14
COCC(C)Nc1ccc(S(=O)(=O)N2CCCC2)cc1[N+](=O)[O-] (stereo not drawn)	i	-5	-1	1	6	-4	-0.2	-3	2
O=C1/C(=N\S(=O)(=O)c2cccs2)C([n+]2cccc(Cc3ccccc3)c2)=C([O-])c2ccccc21	i	-46	-4	-1	-13	-7	·	33	133
COC(=O)c1c(NC(=O)c2ccco2)sc2c1CCN(C(C)C)C2	i	-7	-1	-17	-5	-7	1.5	-1	-3
Cc1ccc(-c2cc3ccccc3nc2N)cc1	·	-14	-3	1	2	-3	2.0	15	8
CC1CCC(NC(=O)CCS(=O)(=O)c2ccc3c(c2)CCN3C(=O)C2CC2)CC1 (stereo not drawn)	i	-2	1	-14	-8	-12	-0.2	5	11
CC1CN(c2nc3ccccc3nc2C(C#N)C(=O)OC2CCCCC2)CC(C)O1 (stereo not drawn)	i	22	-2	-14	-13	-2	-0.7	-120	-10
COc1ccc(CN2C(=O)c3cccnc3C2=O)cc1S(=O)(=O)N(C)Cc1ccco1	i	-3	-1	-13	3	-5	2.2	-2	5
ONC(=Nc1ccc(Cl)cc1)c1ccccc1	i	-13	1	-2	3	-3	-0.8	-5	-6
CCCCOc1ccc(N(CC(=O)NCC2CCCO2)C(=O)CCC(=O)Nc2cc(C)ccn2)cc1 (stereo not drawn)	i	-2	-5	-4	4	1	-1.3	35	-4
COc1ccc(NC(=O)NNC(=O)COc2ccc3ccccc3c2)cc1	i	0	-2	-10	5	-4	-0.2	6	22
CC(=NNC(=O)c1ccc(NS(=O)(=O)c2ccc(Br)cc2)cc1)c1cccnc1	i	-2	-1	7	3	-2	2.1	4	3
O=C(/C=C/c1ccc(Cl)c([N+](=O)[O-])c1)c1cccnc1	i	2	-1	3	6	-3	0.6	1	3
COc1ccc(C)cc1S(=O)(=O)N1CCCC(N2CCN(c3ccccc3)CC2)C1 (stereo not drawn)	i	1	2	-8	-1	-3	-0.3	-3	2
CCOC(=O)c1cnn(-c2ccccc2)c1NC(=O)CN1CCCCC1	i	-9	-2	1	0	-1	-0.7	11	-2
COc1ccc(C2CC(=O)c3cnc(N)nc3C2)c(OC)c1 (stereo not drawn)	i	-9	2	6	2	-1	-0.3	-12	-4
Oc1ccc2c(c1)C1CCCC1(N1CCOCC1)O2 (stereo not drawn)	i	-9	3	0	0	-3	-0.1	-5	6
S=c1[nH]nc2ccccn12	i	-8	-1	-3	3	0	-0.3	5	-1

Going on with the list:
SMILES	Neddyl block	FAS TE block	Rin1 Abl inh	E coli Lon inh	MT1-MMP act inh	MsrA act	MsrA inhibitor	SKN-1 inh	NRP1-CendR mod
C=CCOc1c(Cl)cc(Cl)cc1S(=O)(=O)NCCO	i	-1	6	-7	1	-15	-0.3	7	15
O=C(O)c1cccc2c1C(=O)N(Cc1ccncc1)C2	i	-2	1	-5	10	0	-1.6	-6	-3
CCC(=O)Nc1ccc2c(c1)ncn2-c1ccccc1OC	i	-9	1	-4	0	-5	1.1	0	6
CN(C)/C=N/S(=O)(=O)c1ccc(Cl)cc1	i	-10	3	5	1	-4	-0.3	4	14
CCC(=O)N1CCN(c2ccc(NC(=S)NC(=O)c3cc4ccccc4o3)cc2)CC1	i	0	-1	3	-6	-5	0.2	13	1
COc1cccc(NC(=O)C(=O)NCC2CCCN2S(=O)(=O)c2ccccc2)c1 (stereo not drawn)	i	4	-1	-14	1	-4	-0.7	-28	-4
Nc1nc(F)cc(NCc2ccccc2)n1	i	-10	2	-4	1	-8	-0.4	4	-27
O=C(NCc1ccccc1)c1cccc(COc2ccc3c(c2)CCC3)c1	i	16	0	3	-2	-2	0.6	5	-12
O=C(Nc1ccno1)Nc1ccc(Cl)cc1Cl	i	3	5	-3	5	-1	1.0	-7	-4
